TRHR enhancer – TRH receptor (human) allosteric enhancement; enhancement, % at 2 µM; actives 0.66% (n = 360,000); P34981; TRHR cells, fluo-8 calcium fluorescence, EC20 TRH enhancement; in the data active = enhancement above about 30%; also: 0% is about no effect
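TRHR-expressing cells loaded with fluo-8 calcium dye were read kinetically (ex 480/em 530) during compound addition, then stimulated with an EC20 of TRH (10 nM final). Enhancement of the Gq-mediated intracellular calcium response was scored.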
D2 antagonist – antagonizes the human D2 dopamine receptor; P14416; HEK293 TREx D2 cells, calcium flux, dopamine EC80; inhibition, % at 10 µM; actives 2% (n = 340,000); in the data active = inhibition above about 30%; also: 0% is about no effect
Target sequence (P14416 whole entry, looked up): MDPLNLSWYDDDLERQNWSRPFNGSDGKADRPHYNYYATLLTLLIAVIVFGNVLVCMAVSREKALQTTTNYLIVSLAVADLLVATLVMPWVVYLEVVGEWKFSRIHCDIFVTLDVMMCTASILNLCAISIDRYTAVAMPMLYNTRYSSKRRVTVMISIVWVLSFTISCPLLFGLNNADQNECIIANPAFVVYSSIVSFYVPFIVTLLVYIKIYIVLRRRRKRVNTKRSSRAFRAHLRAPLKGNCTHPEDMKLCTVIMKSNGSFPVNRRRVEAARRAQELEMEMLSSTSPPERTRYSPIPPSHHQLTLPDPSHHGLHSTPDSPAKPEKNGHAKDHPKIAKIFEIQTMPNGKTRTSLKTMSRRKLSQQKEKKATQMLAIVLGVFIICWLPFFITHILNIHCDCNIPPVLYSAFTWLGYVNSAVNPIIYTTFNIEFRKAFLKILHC
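Calcium flux kinetic readout in an inducible HEK293 TREx D2 line plated overnight at 30 C. After 180 s compound exposure, an EC80 dopamine challenge follows with another 180 s kinetic read to detect antagonism.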
D1 antag – human D1 dopamine receptor antagonism; P21728; HEK293 TREx D1 cells, calcium flux, dopamine EC80; hits give low values; activity change, negative = inhibition, % at 10 µM; actives 3.2% (n = 360,000); AID 504652; in the data active = activity change below about -30%; also: % is scaled to controls: 0 for no effect and ±100 for the full control effect
Target sequence (P21728 whole entry, looked up): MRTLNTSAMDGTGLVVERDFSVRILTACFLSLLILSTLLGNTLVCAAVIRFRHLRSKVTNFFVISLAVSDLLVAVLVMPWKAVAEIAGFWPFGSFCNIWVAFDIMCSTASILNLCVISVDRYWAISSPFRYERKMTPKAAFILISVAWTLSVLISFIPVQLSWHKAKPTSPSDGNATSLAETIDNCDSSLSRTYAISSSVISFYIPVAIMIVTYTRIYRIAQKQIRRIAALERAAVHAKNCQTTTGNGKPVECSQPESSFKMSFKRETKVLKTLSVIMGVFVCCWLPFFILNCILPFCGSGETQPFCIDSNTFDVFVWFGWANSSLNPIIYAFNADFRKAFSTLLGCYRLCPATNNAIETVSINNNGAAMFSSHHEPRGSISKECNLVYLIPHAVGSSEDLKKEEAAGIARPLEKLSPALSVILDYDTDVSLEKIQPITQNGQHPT
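Using tetracycline-induced force-coupled D1 Hek293 cells and a calcium dye, signals were followed for 180 s after compound, then for 180 s after EC80 dopamine, to detect inhibitors.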
D1 agonist – agonists of human D1 dopamine receptor; actives 1% (n = 360,000); activation, % at 2 µM; HEK293 T-REx D1 cells, calcium flux, agonist mode; P21728; in the data active = activation above about 30%; also: 0% is about no effect
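Tetracycline-induced HEK293 TREx D1 cells, force-coupled to calcium signalling, were dye-loaded with a no-wash calcium kit. Compound was pin-added after a 10 s baseline. Fluorescence was read kinetically at 1 cycle/s for 180 s, with calcium rises flagged as agonism.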
D2 ag – agonists of human D2 dopamine receptor; activation, % at 2 µM; HEK293 T-REx D2 cells, calcium flux agonist mode; actives 0.53% (n = 340,000); P14416;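 active = activation over 3 SD above normal in the single-dose calcium agonist read, cut at about 30% in these data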; also: 0% is about no effect
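Tetracycline-induced HEK293 Trex cells with D2 receptor force-coupled to calcium signaling, plated overnight at 30 C and loaded with no-wash calcium dye. Calcium flux read kinetically for 180 s after compound addition; responses flag agonists.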
RXFP1 agonist – RXFP1 (human) receptor agonism. Q9HBX9. HEK293T-RXFP1 cAMP TR-FRET, 30 min; response scale: percent of porcine relaxin response, buffer zero. Potency, µM (series often up to 57.5 µM), for inactives: at the top dose activation, actives largely listed as activators. actives 0.3% (n = 370,000). AID 2676; active = well fitted activation curve with a large enough effect; inconclusive = small, poorly fitted or top-dose-only effect; also: potency is read from the fitted curve at half-maximal effect; % is scaled to controls: 0 for no effect and ±100 for the full control effect; nearly all actives have a fitted effect of over 60% in size; many of its hits are not listed in these tables
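HEK293T cells stably expressing RXFP1 were pretreated with the PDE4 inhibitor Ro 20174, exposed to compounds for 30 min at 37C, lysed, and cAMP was read by TR-FRET. Data normalized to buffer (basal) and 29 nM porcine relaxin (100%).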
RXFP1 antag – antagonists of human relaxin receptor RXFP1; Q9HBX9; HEK293-RXFP1, relaxin-stimulated cAMP HTRF, 30 min; hits give low values; activity change, negative = inhibition, % at 57.5 µM; actives 0.59% (n = 350,000);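 active = activity change of -60% or lower, but not beyond a set lower limit; inconclusive = change between -60% and -40%, or beyond the set limit; inactive = change above -40%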; also: % is scaled to controls: 0 for no effect and ±100 for the full control effect
D2 PAM – positive allosteric modulators of human D2 dopamine receptor; actives 0.34% (n = 340,000); AID 485347; HEK293 T-REx D2, calcium flux, EC20 dopamine potentiation; P14416; potentiation, % at 10 µM;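 active = potentiation over 3 SD above the plate norm, cut at about 30% in these data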; also: 0% is about no effect
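Potentiation of an EC20 dopamine calcium response measured kinetically over 180 s, after a preceding 180 s compound-only read flagging agonists. Cells: inducible Hek293 Trex D2 line, 4000/well, cultured overnight at 30 C before dye loading.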
D1 potentiator – enhances dopamine response at the human D1 receptor | AID 504651 | potentiation, % at 10 µM | HEK293 TREx D1 cells, calcium flux, dopamine EC20 potentiation | P21728 | actives 0.036% (n = 360,000); in the data active = potentiation above about 30%; also: 0% is about no effect
An asterisk follows results filed as active; ? = inconclusive; / = no result given. The list is partial; the hit share may differ from the screen's.

SMILES | TRHR enhancer | D2 antagonist | D1 antag | D1 agonist | D2 ag | RXFP1 agonist | RXFP1 antag | D2 PAM | D1 potentiator
CSCCC(NS(=O)(=O)c1cccs1)C(=O)NCc1cccs1 (stereo not drawn) | -7 | -8 | -4 | 1 | 0.3 | 0.8% | -2 | 3 | -2
Cc1ccc(C(=O)NC(=S)Nc2ccc3[nH]c(=O)[nH]c3c2)c(C)c1 | 3 | 9 | -1 | 3 | -0.6 | 1.4% | -5 | -3 | 2
COc1cccc(NC(=S)/C(=C(\[O-])c2ccc([N+](=O)[O-])cc2)[n+]2ccccc2)c1 | -2 | -30 | 8 | 2 | -0.6 | 20% | -1 | 3 | -6
CN1CCN(CCC(=O)Nc2ccc(OCc3ccccc3)cc2)CC1 | -3 | -2 | 9 | 14 | 1.0 | 0.1% | 1 | -4 | -7
O=C(CCCCCn1c(=S)[nH]c2ccc(Br)cc2c1=O)NCC1CCCO1 (stereo not drawn) | 5 | -6 | -9 | 1 | -0.2 | 4.9% | ? | -2 | -2
COc1ccccc1C(=O)NNS(=O)(=O)c1ccc(F)cc1 | 3 | -5 | 5 | 1 | 0.3 | -1.4% | 8 | 10 | -3
CC(=O)OC(Cn1ccnc1)c1ccccc1 (stereo not drawn) | -2 | 6 | -1 | 4 | 0.2 | 0.0% | 1 | -3 | -1
CCCn1c(-c2ccc[nH]c2=O)nc2cc(C)c(C)cc21 | 4 | 5 | 14 | 1 | -0.6 | 2.1% | 13 | 26 | 2
O=C(Nc1ccc2c(c1)oc1ccccc12)c1ccc2c(c1)OCO2 | 4 | 10 | 8 | 4 | 0.5 | 0.7% | -12 | -12 | 3
COc1ccc2c(c1)c(=O)c(S(=O)(=O)c1ccc(C)cc1)cn2Cc1ccccc1C | -10 | / | 16 | 5 | 0.2 | -0.2% | / | -10 | 6
C#CC1(NC(=O)NC(C)(C)C)CCCCC1 | -2 | 2 | 1 | 0 | -0.6 | -2.0% | 2 | 7 | -2
CCOC(=O)C1CCN(c2c(C(=O)c3ccc(OC)cc3)cnc3ccccc23)CC1 | 5 | / | 12 | 1 | 0.7 | 2.8% | / | 9 | -5
N/C(=N\OC(=O)Cc1ccccc1)c1ccc(Br)cc1 | -5 | 13 | 1 | 5 | -0.8 | 1.4% | 12 | -12 | -2
COc1ccccc1OCC(=O)Nc1cccc(S(=O)(=O)NC2=NCCCCC2)c1 | -6 | -2 | -7 | 2 | -0.2 | -0.3% | 0 | -1 | -3
CCC(=O)NCCc1nc2cc(NC(=O)COc3ccccc3)ccc2n1C | -1 | -7 | 1 | 5 | -0.7 | -1.4% | 3 | 2 | -1
C[n+]1cn(Cc2cc(Cl)ccc2OC(F)F)c2ccccc21 | -19 | 4 | -5 | 0 | 1.0 | 1.5% | 8 | -8 | -5
NC(=O)c1c(NC(=O)C2CCCO2)sc2c1CCCCC2 (stereo not drawn) | 11 | 11 | -7 | 3 | -0.2 | 0.2% | -7 | 6 | 2
Cc1ccc(N2CCN(C(=O)c3c(C)oc4nc(C)nc(N5CCCC5)c34)CC2)c(C)c1 | 0 | / | -2 | 1 | 1.0 | -0.8% | -6 | 4 | 2
Cc1nc(N2CCCCC2)sc1C=O | 3 | 16 | 4 | -2 | -0.3 | 6.4% | / | -3 | 1
COc1ccc(OC)c(C2NC(=S)NC3=C2N2CCC3CC2)c1 (stereo not drawn) | 18 | -1 | 12 | 2 | 1.0 | 0.4% | 3 | 19 | -4

Some values from above:
Result for `CN1CCN(CCC(=O)Nc2ccc(OCc3ccccc3)cc2)CC1` in TRHR enhancer: -3
Result for `C[n+]1cn(Cc2cc(Cl)ccc2OC(F)F)c2ccccc21` in D2 PAM: -8

(list continues)
SMILES | TRHR enhancer | D2 antagonist | D1 antag | D1 agonist | D2 ag | RXFP1 agonist | RXFP1 antag | D2 PAM | D1 potentiator
Cc1ccc(N2CCN(c3c(CN4CCCC4)c(=O)oc4ccccc34)CC2)c(C)c1 | 8 | / | 9 | 2 | -0.2 | 4.5% | 0 | -6 | 5
O=C1c2ccccc2C(=O)N1CCCn1c(=O)oc2ccccc21 | 0 | -3 | 13 | 3 | -1.9 | 3.5% | 14 | 12 | 7
O=C(O)CC(C(=O)OC1CCCCC1)N1CCOCC1 (stereo not drawn) | 2 | -9 | -8 | 1 | 0.7 | 2.0% | -1 | 2 | -3
COc1ccc(OC)c(NC(=O)CS(=O)(=O)Cc2ccccc2)c1 | 5 | 12 | -7 | 23 | -0.5 | -0.4% | -1 | -29 | -4
COc1ccccc1-n1c2c(cc(C(=O)N3CCC(C)CC3)c1=O)C(=O)CC(C)(C)C2 | -3 | -3 | 1 | 2 | 0.4 | 1.5% | / | -5 | -6
c1ccc2c(Nc3ccc4c(c3)OCCO4)c3c(nc2c1)CCC3 | 0 | -3 | 4 | 2 | -0.6 | 0.5% | -1 | 6 | 5
COc1ccccc1N1CC(C)(C)C(=O)N(C(=O)c2c(F)cccc2Cl)C1=S | -8 | -17 | -14 | 1 | 0.7 | -0.7% | -39 | -3 | -4
CC(=O)N1CCc2c(sc3c2c(=O)n(Cc2ccccc2)c(=O)n3Cc2ccc(C)cc2)C1 | -9 | / | 4 | 0 | 0.6 | -1.6% | / | 21 | 2
COc1cc(NC(=S)NNC(=O)CC(C)C)c(OC)cc1Cl | 1 | 3 | -20 | -1 | 0.5 | 5.8% | -2 | -9 | -4
C/C(=N\NC(=O)c1c(C)nc2ccccn12)c1cccc([N+](=O)[O-])c1 | 15 | 20 | -4 | -2 | -0.2 | ? | -19 | -1 | -2
CC1=C(C(=O)Nc2ccccc2)C(c2ccncc2)n2nc(SCc3ccccc3F)nc2N1 (stereo not drawn) | 11 | / | -3 | 2 | 0.0 | 6.1% | / | / | -1
O=C(O)c1cn(-c2ccc(N3CCCC3)c(F)c2)c2c(F)c(F)c(F)cc2c1=O | 5 | -18 | 17 | 7 | -0.9 | ? | 29 | 9 | -2
Cc1ccc(Cc2nnc3n(-c4ccccc4)nc(C(=O)c4ccccc4)n3c2=O)cc1 | 0 | 7 | 18 | 2 | 1.1 | 5.2% | -19 | 13 | -3
Cc1ccc(NC2=NCC(Cc3ccc(Br)cc3)S2)cc1 (stereo not drawn) | 6 | 13 | 40 | 6 | -0.3 | 0.6% | -13 | -2 | 6
Cc1ccc(S(=O)(=O)N2CCCCC2)cc1C(=O)c1nccn1C | 1 | -5 | -8 | 2 | 0.0 | 1.0% | 8 | 5 | -6
Cc1c(Cl)cccc1NC(=S)N1CCN(C(=O)C2CCCO2)CC1 (stereo not drawn) | 7 | 0 | 8 | 2 | 0.2 | 0.3% | 1 | 3 | 7
Cc1cc(Nc2ccc(Cl)cc2)nc(-c2ccccc2O)n1 | -1 | / | -6 | 2 | / | 22% | 4 | / | -6
Cc1ccc(S(=O)(=O)N2CCN(C(=O)Cn3cnc4c3c(=O)n(C)c(=O)n4C)CC2)cc1C | -1 | 16 | -17 | 2 | 0.4 | 1.8% | 3 | 3 | /
CCCCN(C(=O)Cn1nnc2ccccc21)C(C(=O)NCCOC)c1ccc(OC)cc1 (stereo not drawn) | 0 | -14 | -2 | 3 | 0.6 | 1.2% | -1 | -11 | -4
COCCNC(=O)c1ccc2c(c1)S(=O)(=O)c1cc(Cl)ccc1C2=O | 2 | 7 | -17 | 0 | 0.2 | -0.7% | / | -4 | -2

Part of the list above with just TRHR enhancer, RXFP1 agonist and D1 agonist:
SMILES | TRHR enhancer | RXFP1 agonist | D1 agonist
Cc1ccc(C(=O)NC(=S)Nc2ccc3[nH]c(=O)[nH]c3c2)c(C)c1 | 3 | 1.4% | 3
COc1ccccc1N1CC(C)(C)C(=O)N(C(=O)c2c(F)cccc2Cl)C1=S | -8 | -0.7% | 1

(list continues)
SMILES | TRHR enhancer | D2 antagonist | D1 antag | D1 agonist | D2 ag | RXFP1 agonist | RXFP1 antag | D2 PAM | D1 potentiator
Cc1cc(C)n2nc(SCCCC(=O)c3ccccc3)nc2n1 | 5 | -12 | 1 | 3 | 0.6 | -1.4% | -3 | -13 | 2
Cc1ccc(OCC(=O)Nc2ccccc2C(=O)NC2CC2)cc1C | -1 | 19 | -17 | 1 | 0.1 | 1.2% | -2 | -2 | 2
CCOC(=O)C1C(=O)NC(c2ccccc2)=NC1c1ccc(Br)cc1 (stereo not drawn) | 3 | 9 | 11 | 6 | 1.3 | -3.5% | -11 | 2 | 2
Cc1nc2ccccc2c(=O)n1-c1ccc(F)c(NC(=O)c2cccs2)c1 | -5 | -12 | 3 | 2 | -0.2 | 1.7% | 9 | -5 | -3
CSCCC1NC(=O)N(C(C)C(=O)Nc2cc(Cl)cc(Cl)c2)C1=O (stereo not drawn) | 2 | -14 | / | 2 | -0.2 | -1.2% | 9 | 12 | -6
Cc1cc(C)n(Cc2ccccc2)c(=O)c1S(=O)(=O)c1ccccc1 | -3 | 1 | 13 | -1 | -0.3 | 2.2% | -4 | 7 | -2
CCOCCCNC(=O)/C(C#N)=C/c1ccccc1F | -2 | 12 | -6 | 2 | 0.8 | -1.4% | -10 | -16 | -4
C/C(N)=C(/C#N)C(=O)CSc1nnnn1-c1ccc(C)cc1C | -2 | 18 | -16 | 15 | 0.5 | 0.2% | -13 | 12 | -4
Cc1oc(-c2ccc(Cl)cc2)nc1CS(=O)CC(=O)NCCN1CCCC1 (stereo not drawn) | 8 | -11 | -1 | 2 | -0.5 | 1.5% | -3 | 6 | -4
NC(=O)c1ccc(-c2ccccc2F)cc1 | -3 | -10 | 3 | 1 | -0.8 | 0.3% | 2 | 4 | -4
O=C1C=C(NCCNc2c(F)c(F)c(CO)c(F)c2F)CCC1 | 6 | 1 | 5 | 1 | -0.4 | 1.2% | -3 | -9 | -3
COC(=O)c1cccc(C23CC4(C2)[C@H](CN(Cc2ccc(C(F)(F)F)cc2)[C@@H]4c2ccccc2)C3c2ccc(Cl)nc2)c1 (stereo partly drawn) | 5 | -2 | 14 | 1 | -0.4 | 0.0% | / | 0 | -1
O=C(NCCc1ccc(Cl)cc1)c1cnc2sc(N3CCOCC3)nn2c1=O | 19 | / | 3 | 2 | -0.1 | ? | -1 | 2 | 1
Cc1cc(Nc2cccc(F)c2)n2c(n1)nc1ccccc12 | 10 | -5 | -7 | 3 | -2.9 | -0.1% | -13 | 4 | -7
Cc1ccc(C2C(C(=O)c3ccco3)=C(O)C(=O)N2c2nnc(C)s2)cc1 (stereo not drawn) | 13 | -1 | -5 | 18 | 0.6 | ? | -19 | -4 | 14
Cc1ccc(C(=O)Nc2nccc(C)n2)cc1 | 27 | -11 | -5 | 1 | 1.3 | 0.0% | -1 | 5 | -2
CCN(C(=O)c1ccc(NC(=O)c2ccco2)cc1)c1ccccc1 | -9 | 3 | 11 | 1 | 0.8 | -1.0% | 8 | -3 | 1

Screens: PubChem BioAssay, National Center for Advancing Translational Sciences (NCATS)
